Compound activity from PubChem.
RTF Ca sens act – cardiac RTF calcium sensitivity activators, primary screen, biochemical, IANBD-TnC fluorescence, EC20 calcium. activation, % at 7.2 µM. Troponin I, cardiac muscle (Homo sapiens) + Troponin T, cardiac muscle (Homo sapiens) + …. IANBD-labeled TnC RTF fluorescence at EC20 calcium; 0% EC20 calcium, 100% full calcium. AID 493008, 2010. hit rate 0.24% among 340,000;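 active = activation above the mean over all tested compounds plus 3 SD, cut at about 30% in these data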;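 note: rise in fluorescence read as greater calcium sensitivity of cardiac thin filaments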
Tat export inh – E. coli Tat export inhibitors, primary screen, MC4100, TorA-mCherry reporter, fluorescence, single point. inhibition, % at 10 µM. AID 488895, 2010. hit rate 0.036% among 340,000;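 active = mean replicate inhibition at least 50% and at least half of replicates individually reaching 50%; inconclusive = only one of the two criteria met; inactive = neither criterion met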;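 note: exported cargo escapes ClpAP degradation while cytoplasmic cargo is degraded and loses fluorescence; 0% = median of neutral control wells and 100% = median of NaSCN control wells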
V-ATPase pHluor – regulators of yeast V-ATPase proton pumping, primary screen, pHLuorin cytosolic pH fluorescence. S. cerevisiae. response, % at 10 µM. hit rate 0.37% among 350,000. AID 504577, 2011; in the data active = response mostly above about 7.3%, no sharp cut-off; inactive = mostly below about 5.4%; note: actives read high; inactives centre near 0; some compounds called inactive have numbers as strong as hits; reference of the scale not given here
Wnt act – Wnt/beta-catenin pathway activators, primary screen, cell-based, plate reader, single point; Wnt/beta-catenin reporter cell assay, activator; activation, % at 9.35 µM; hit rate 1.2% among 300,000; in the data active = activation above about 30%, passing the limit was not always enough; inconclusive = no clear call, values can overlap the other calls;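 note: 0% = neutral control wells and 100% = positive control wells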
CAL PDZ FP-1 – CAL PDZ peptide-binding inhibitors, primary screen, biochemical, fluorescence polarization, Cer-tagged CAL PDZ, HTS. Golgi-associated PDZ and coiled-coil motif-containing protein (Homo sapiens), Q9HD26. purified CAL PDZ, TMR-peptide fluorescence polarization, 1 h. inhibition, % at 20 µM. hit rate 0.02% among 330,000. AID 504414, 2011;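 active = highest replicate inhibition of at least 40%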;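 note: plate controls were DMSO neutral control wells for no effect and unlabeled competitor peptide control wells for full effect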
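material = purified tagged CAL PDZ domain construct (CerCALP) | compound dosing = 20 µM, one dose | times = 1 h at RT | measured by = fluorescence polarization from S- and P-plane intensities, G-factor corrected | read-out = inhibition from polarization loss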
dFosB act – activators of delta FosB homodimer, primary screen, biochemical, fluorescence polarization, TAMRA-CDK5 oligo, single point; Protein FosB (Mus musculus), P13346; purified delta FosB; percent of positive-control signal above neutral wells; activation, % at 25 µM; hit rate 0.99% among 340,000;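 active = mean activation above about 17%, with every replicate also reaching it, limit read from the data, passing the limit was not always enough; inconclusive = only one of the two conditions met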;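 note: fluorescence polarization rise as delta FosB binds a TAMRA Cdk5 AP-1 oligo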
Rtt109 Vps75 – inhibitors of C. albicans Rtt109/Vps75 HAT, primary screen, biochemical, ThioGlo CoA-SH fluorescence, plate reader | Histone acetyltransferase RTT109 (Candida albicans (strain SC5314 / ATCC MYA-2876)), … | purified Rtt109/Vps75, 4 h | inhibition, % at 34.9 µM | hit rate 0.16% among 330,000;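 active = inhibition of at least 50% in every replicate; inconclusive = best replicate reaches 50% inhibition but some replicates fall short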
Target sequence (Q5AAJ8 whole entry, looked up): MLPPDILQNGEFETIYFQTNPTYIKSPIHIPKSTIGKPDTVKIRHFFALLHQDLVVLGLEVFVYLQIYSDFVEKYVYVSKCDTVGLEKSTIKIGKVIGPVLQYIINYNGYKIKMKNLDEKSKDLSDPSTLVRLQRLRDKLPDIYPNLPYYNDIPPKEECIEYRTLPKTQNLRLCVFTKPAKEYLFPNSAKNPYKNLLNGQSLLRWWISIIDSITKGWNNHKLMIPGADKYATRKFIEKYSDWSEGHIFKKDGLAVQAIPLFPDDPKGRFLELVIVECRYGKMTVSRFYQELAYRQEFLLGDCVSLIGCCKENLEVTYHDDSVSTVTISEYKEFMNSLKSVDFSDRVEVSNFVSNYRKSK
CDK5 inh – inhibitors of human CDK5/p35 kinase, primary screen, biochemical, single concentration; Recombinant CDK5/p35, ADP-Glo luminescence, 60 min; inhibition, % at 10 µM; AID 488839, 2010; hit rate 0.01% among 330,000; Cyclin-dependent kinase 5 (Homo sapiens) + Cyclin-dependent kinase 5 activator 1 (Homo …;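 active = highest replicate inhibition of at least 50% and at least 75% of replicates reaching 50%; inconclusive = only one of the two criteria met; inactive = both criteria failed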;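 note: plate controls were DMSO neutral control for no effect and GW8510 at 10 µM for full effect; many of its hits are not listed in these tables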
Target sequence (Q00535 whole entry, looked up): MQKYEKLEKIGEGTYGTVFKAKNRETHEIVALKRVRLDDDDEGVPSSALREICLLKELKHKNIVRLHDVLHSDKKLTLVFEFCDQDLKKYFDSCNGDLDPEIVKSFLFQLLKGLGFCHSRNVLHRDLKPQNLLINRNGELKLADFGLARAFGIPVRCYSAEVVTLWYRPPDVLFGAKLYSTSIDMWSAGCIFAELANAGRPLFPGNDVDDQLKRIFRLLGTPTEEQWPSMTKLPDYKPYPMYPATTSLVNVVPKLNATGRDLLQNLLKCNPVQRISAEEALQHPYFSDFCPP
Target sequence (Q15078 whole entry, looked up): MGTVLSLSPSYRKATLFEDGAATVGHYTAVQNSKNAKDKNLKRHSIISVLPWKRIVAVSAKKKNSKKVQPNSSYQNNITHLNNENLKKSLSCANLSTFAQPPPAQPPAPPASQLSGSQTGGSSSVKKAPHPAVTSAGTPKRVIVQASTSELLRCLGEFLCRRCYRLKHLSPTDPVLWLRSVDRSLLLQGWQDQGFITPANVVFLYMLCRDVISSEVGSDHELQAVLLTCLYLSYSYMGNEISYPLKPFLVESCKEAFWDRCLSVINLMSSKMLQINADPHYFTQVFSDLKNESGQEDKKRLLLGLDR
MITF TRPM1 HTS – activators of MITF-driven TRPM1 promoter reporter, primary screen, cell-based, SK-MEL-5, luciferase, single point. SK-MEL-5 TRPM1-promoter luciferase, 24 h; % of positive control, neutral wells = 0. activation, % at 12.5 µM. hit rate 0.75% among 300,000;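 active = mean activation of at least 80% with every replicate also reaching 80%; inconclusive = mean reaches 80% but some replicate falls short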;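 note: 0% = neutral control wells and 100% = parthenolide positive control wells; values of inactives mirror those of a sister screen read the other way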
CAL PDZ FP-2 – untagged CAL PDZ binding inhibitors, primary screen, biochemical, fluorescence polarization, HTS; hit rate 0.92% among 300,000; purified CAL PDZ, TMR-peptide fluorescence polarization, 1 h; AID 602252, 2012; inhibition, % at 24.9 µM;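 active = mean inhibition of at least 30% with at least half of replicates also reaching 30%; inconclusive = no clear call, values can overlap the other calls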;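 note: 0% = DMSO neutral control and 100% = excess unlabeled competitor peptide PRC23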
* = called active by the depositor; ? = inconclusive; / = no result given; & = joins results of further samples.

Preview:
#	Structure	V-ATPase pHluor	RTF Ca sens act	CAL PDZ FP-2	dFosB act	Tat export inh	CAL PDZ FP-1	MITF TRPM1 HTS	Rtt109 Vps75	Wnt act	CDK5 inh
1	Brc1cc2c(cc1/C=N/Nc1nc(N3CCCC3)nc(N3CCOCC3)n1)OCO2	0	0	1	-7	7	-0.5	/	5	-3	-5.0
2	COc1ccccc1-c1nnc(N(C)C(=O)C2CCCO2)s1 (configuration not stated)	-3	6	-2	-33	-5	-1.5	5	-5	-1	-3.3
3	CC1CCN(CCCNC(=O)c2cc3c(=O)n(C)c4ccccc4c3n2C)CC1	-2	3	/	-32	-3	-1.9	4	1	6	1.2
4	C=CCNC(=O)c1ccccc1NC(=O)c1ccccc1N(C)S(C)(=O)=O	1	2	-2	-6	-2	-1.3	1	-9	0	-0.8
5	CC(=O)c1cccc(NC(=S)N2c3ccccc3CC2C)c1 (configuration not stated)	0	-3	/	-5	-6	-0.7	-4	-9	-1	0.0
6	CC(=O)c1cccc(CN2CCC(CO)(CCCc3ccccc3)CC2)c1	-2	0	3	-5	-6	-1.4	-4	0	-3	-0.5
7	CCC(C)NC(=O)c1ccc2c(Cl)c3c(nc2c1)CCC3 (configuration not stated)	3	3	-11	-16	2	-1.9	56	-2	42*	-2.4
8	FC(F)(F)c1ccccc1NC(=S)N1CCN(Cc2ccc3c(c2)OCO3)CC1	1	2	-4	-2	-5	-0.2	-17	-2	0	0.5
9	Cc1nn(C(C)(C)C)c(C)c1/C=N/OC(=O)Nc1ccc(Cl)cc1	2	6	/	-5	-5	-0.9	/	1	-22	-0.8

Main list, repeating the preview:
#	Structure	V-ATPase pHluor	RTF Ca sens act	CAL PDZ FP-2	dFosB act	Tat export inh	CAL PDZ FP-1	MITF TRPM1 HTS	Rtt109 Vps75	Wnt act	CDK5 inh
1	Brc1cc2c(cc1/C=N/Nc1nc(N3CCCC3)nc(N3CCOCC3)n1)OCO2	0	0	1	-7	7	-0.5	/	5	-3	-5.0
2	COc1ccccc1-c1nnc(N(C)C(=O)C2CCCO2)s1 (configuration not stated)	-3	6	-2	-33	-5	-1.5	5	-5	-1	-3.3
3	CC1CCN(CCCNC(=O)c2cc3c(=O)n(C)c4ccccc4c3n2C)CC1	-2	3	/	-32	-3	-1.9	4	1	6	1.2
4	C=CCNC(=O)c1ccccc1NC(=O)c1ccccc1N(C)S(C)(=O)=O	1	2	-2	-6	-2	-1.3	1	-9	0	-0.8
5	CC(=O)c1cccc(NC(=S)N2c3ccccc3CC2C)c1 (configuration not stated)	0	-3	/	-5	-6	-0.7	-4	-9	-1	0.0
6	CC(=O)c1cccc(CN2CCC(CO)(CCCc3ccccc3)CC2)c1	-2	0	3	-5	-6	-1.4	-4	0	-3	-0.5
7	CCC(C)NC(=O)c1ccc2c(Cl)c3c(nc2c1)CCC3 (configuration not stated)	3	3	-11	-16	2	-1.9	56	-2	42*	-2.4
8	FC(F)(F)c1ccccc1NC(=S)N1CCN(Cc2ccc3c(c2)OCO3)CC1	1	2	-4	-2	-5	-0.2	-17	-2	0	0.5
9	Cc1nn(C(C)(C)C)c(C)c1/C=N/OC(=O)Nc1ccc(Cl)cc1	2	6	/	-5	-5	-0.9	/	1	-22	-0.8
10	COc1ccc(C(=O)N=c2sc3c(C)ccc(OC)c3n2C)cc1OC	-4	-4	-2	4	7	-2.1	99*	7	?	2.9
11	COc1ccccc1C(=O)Nc1ccnn1C1CCN(Cc2ccccc2OCCO)CC1	-3	-6	-3	-6	1	-1.5	-14	2	1	-0.8
12	CC(C)(CNC(=O)c1ccc(Br)o1)N1CCOCC1	2	10	3	-5	11	-0.4	-7	4	0	1.9
13	O=S(=O)(N1CCCCC1)N1CCN(c2cc(Cl)ccc2Cl)CC1	1	-1	1	4	5	-0.1	17	2	-2	-0.3
14	O=C(NC(=S)NCCN1CCOCC1)c1ccccc1Cl	-6	-5	-4	-3	-7	/	0	11	/	1.2
15	Cc1ccccc1NC(=S)Nc1cccc2cnccc12	-2	5	4	-2	-12	-0.8	3	10	9	0.9
16	Cc1sc(NC(=O)C2CCCCC2C(=O)O)c(C(N)=O)c1-c1ccc(C(C)(C)C)cc1 (configuration not stated)	-3	-5	-1	0	10	-1.1	5	-14	/	0.3
17	CCCn1c(C(O)c2ccc3c(c2)OCO3)nc2ccccc21 (configuration not stated)	-4	0	-2	-6	-2	-1.1	-4	0	-2	-0.2
18	CCC(C(=O)NCc1ccncc1)c1ccccc1 (configuration not stated)	-1	-6	-1	0	-5	-1.1	-12	10	-1	0.3
19	Cc1ccc2oc(C(=O)NCCC3CCCCO3)c(C)c2c1 (configuration not stated)	9	-4	-7	-8	8	-1.2	59	-4	30	-1.1
20	Cn1cnnc1SCC(=O)Nc1cc(S(=O)(=O)N2CCCCC2)ccc1Cl	2	-4	5	-4	-9	0.6	-9	2	-4	2.0
21	O=C(NCC1CCCO1)c1ccccc1OCc1ccc(Cl)cc1 (configuration not stated)	4	0	5	-5	-6	-0.6	-3	-3	-2	-0.3
22	CCOc1cccc2c1OC1(C)CC2NC(=O)N1c1ccc(OC)cc1 (configuration not stated)	-1	-7	6	-2	1	-1.6	24	7	/	-5.0
23	CC1CCCCC1NC(=O)COc1ccc(C#N)cc1 (configuration not stated)	1	-9	/	-1	10	-0.6	10	4	5	1.0
24	COC(=O)c1cc(S(=O)(=O)NCCCc2ccco2)c[nH]1	3	1	0	-3	-1	-1.7	-10	-6	-1	0.5
25	NC(=O)C1=C(N=C2CCCCC2)CCCC1	2	0	-3	-10	-8	1.4	0	-1	-4	2.3
26	O=C(CCCN1C(=O)CCC1=O)Nc1ccc2c(c1)OCO2	0	-6	/	-4	0	-0.3	/	3	-1	0.3
27	CC(C)(CO)NCc1c(OCc2ccc(Cl)cc2)ccc2ccccc12	3	-10	-2	1	-4	-1.6	/	12	-3	1.3
28	COc1cc(OC)cc(C(=O)Nc2ccccc2S(=O)(=O)N2CCCC2OC(C)=O)c1 (configuration not stated)	2	2	-2	-11	18	-1.8	1	-2	3	-2.4
29	COc1ccc(NC(=S)NNC(=O)C2CC2c2ccc(C)cc2)cc1 (configuration not stated)	-1	1	-4	-9	-5	-0.7	12	4	2	-1.8
30	CCN(CC)C(=O)C1CCN(C(=O)c2oc3ccc(C)cc3c2C)CC1	-1	-3	6	-10	5	-3.8	9	10	1	1.3
31	CN(Cc1ccccc1F)c1nc(-c2cccs2)nc2ccccc12	-3	0	-3	4	5	-0.6	8	-6	-7	1.0
32	COc1cc(CO)ccc1OCc1ccc(Cl)nc1	-3	8	/	-2	-8	-0.2	/	0	36*	-2.4
33	O=C(c1ccccc1)N1CCN(c2ccccc2)CC1	2	-4	/	-5	1	0.4	7	0	-7	-1.6
34	Cc1c(CCOC(=O)CC23CC4CC(CC(C4)C2)C3)sc[n+]1Cc1ccccc1	-3	6	-3	-8	8	-1.3	-20	16	-5	1.3
35	CC(=O)Nc1ccc(N/C(N)=N/c2nc(C)cc(C)n2)cc1	2	5	3	4	0	-0.4	-4	-3	-2	2.1
36	CC(C)NC(=O)NNC(=O)c1nn(-c2ccc(F)cc2)ccc1=O	7	9	-5	-3	-8	0.6	-4	-16	-1	-1.9
37	O=Cc1c(NCc2ccccc2Cl)c2ccccc2[nH]c1=O	2	-3	6	-16	-7	-1.6	/	-13	2	-0.1
38	COc1ccc(-n2cnc3ccccc3c2=O)c([N+](=O)[O-])c1	-2	-2	-1	2	-1	-0.2	-4	-1	-2	1.4
39	Cc1ccc(/C=N/NC(=O)c2ccoc2C)s1	2	5	-7	9	3	-1.2	52	1	/	3.4
40	COCCn1c(SCc2cccc([N+](=O)[O-])c2)nc2ccccc2c1=O	-5	-2	-6	-3	9	0.0	1	7	0	-0.4
41	Cc1[nH]c(=O)c(S(=O)(=O)c2ccccc2)c(C)c1Cl	-3	2	-2	1	-2	-0.8	1	-6	10	0.0
42	Cc1ccc(C(=O)CSc2nnc3ccccn23)c(C)c1	-3	6	13	-4	-4	-0.2	12	1	33*	0.2
43	CC(=O)N=c1sccn1CC(O)c1ccccc1 (configuration not stated)	-1	-4	-8	4	-8	-0.5	1	3	0	0.5
44	Cc1cc(Nc2ccccc2)nn1C(=O)c1ccc(Br)cc1	-2	-5	0	4	-2	-1.0	14	1	0	-0.4
45	CC(=O)Nc1ccc(-c2sc(Nc3cccc4ccccc34)n[n+]2-c2ccccc2)cc1	0	0	-1	-4	2	0.3	-22	-2	-1	-1.0
46	Cc1nnc(N2C(=O)C(=O)/C(=C(/O)c3ccc4c(c3)CC(C)O4)C2c2ccccc2F)s1 (configuration not stated)	1	11	-4	-2	10	-3.5	5	5	7	/
47	O=C(Nc1ccc2c(c1)CCC2)c1ccccc1	8	-1	/	1	-1	-0.9	32	-4	22	-0.7
48	Cc1ccc(NS(=O)(=O)c2ccc3c(c2)CC(=O)N3)cc1F	-3	-2	/	-2	0	0.3	1	?	-6	-0.5
49	C/C(N)=C(/C#N)C(=O)CSc1nnc(Nc2cccc(C)c2C)s1	-3&-3	4&1	-3&-4	0&-3	-6&7	-1.7&0.0	45&46	2&3	14	1.4&-0.7
50	NC(=O)CC(NC(=O)Cc1cccc2ccccc12)c1ccc(NCCc2ccc(F)cc2)c([N+](=O)[O-])c1 (configuration not stated)	-2	5	1	-2	-2	-0.2	-6	-2	8	-1.7
51	CCCC(C)C(=O)Nc1nc(C)c(-c2csc(Nc3ccccc3OC)n2)s1 (configuration not stated)	-1	4	-5	-16	0	-1.7	-1	1	-6	0.0
52	CC1CCC(NC(=O)COC(=O)c2cccnc2Cl)CC1 (configuration not stated)	-2	3	-5	1	5	0.3	5	2	-3	-1.0
